# UCHL1 block: human UCHL1 deubiquitinase inhibition; AID 1645859; 47,000 compounds, 0.2% hits; purified UCHL1, Ub-rhodamine cleavage fluorescence; P09936; inhibition, % at 20 µM
# Target sequence (P09936 whole entry, looked up): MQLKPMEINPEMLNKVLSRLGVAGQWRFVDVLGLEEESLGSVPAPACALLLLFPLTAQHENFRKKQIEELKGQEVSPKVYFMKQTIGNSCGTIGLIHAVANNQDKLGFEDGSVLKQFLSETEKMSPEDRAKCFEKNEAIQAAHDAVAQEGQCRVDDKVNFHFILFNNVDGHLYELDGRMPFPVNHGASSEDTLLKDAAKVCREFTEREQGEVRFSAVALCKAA
# USP30 block: inhibitors of human USP30 deubiquitinase; 47,000 compounds, 5.3% hits; inhibition, % at 25 µM; purified USP30, Ub-rhodamine cleavage fluorescence; Q70CQ3
# USP17 block: blocks human USP17 ubiquitin-rhodamine cleavage; purified USP17, Ub-rhodamine cleavage fluorescence, 3 h; inhibition, % at 50 µM; 47,000 compounds, 6.5% hits; AID 1645855
# Target sequence (A8MUK1 whole entry, looked up): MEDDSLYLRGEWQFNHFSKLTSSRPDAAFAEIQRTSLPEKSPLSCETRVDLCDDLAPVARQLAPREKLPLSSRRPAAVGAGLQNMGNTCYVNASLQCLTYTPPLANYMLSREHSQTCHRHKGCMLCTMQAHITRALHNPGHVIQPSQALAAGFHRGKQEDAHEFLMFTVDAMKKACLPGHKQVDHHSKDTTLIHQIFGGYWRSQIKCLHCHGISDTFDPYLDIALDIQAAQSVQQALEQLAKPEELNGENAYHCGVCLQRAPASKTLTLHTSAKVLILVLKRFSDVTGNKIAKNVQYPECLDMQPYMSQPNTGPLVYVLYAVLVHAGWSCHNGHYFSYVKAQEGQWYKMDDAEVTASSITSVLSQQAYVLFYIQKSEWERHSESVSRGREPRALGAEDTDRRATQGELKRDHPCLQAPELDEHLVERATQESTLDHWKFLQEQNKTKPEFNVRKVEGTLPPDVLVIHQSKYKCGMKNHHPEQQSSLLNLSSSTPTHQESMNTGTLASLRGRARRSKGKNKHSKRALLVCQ
# USP28 inh: inhibitors of human USP28 deubiquitinase; 47,000 compounds, 3% hits; inhibition, % at 25 µM; purified USP28, Ub-rhodamine cleavage fluorescence, 30 min; Q96RU2; AID 1645857
# OTUD3 inh: blocks human OTUD3 ubiquitin-rhodamine cleavage. Q5T2D3. purified OTUD3, Ub-rhodamine fluorescence, 2 h. inhibition, % at 25 µM. 47,000 compounds, 0.7% hits
# USP8 inh: blocks human USP8 ubiquitin-rhodamine cleavage. 47,000 compounds, 4.2% hits. inhibition, % at 20 µM. purified USP8, Ub-rhodamine cleavage fluorescence, 30 min. P40818
# USP10 block: human USP10 deubiquitinase inhibition | purified USP10, Ub-rhodamine fluorescence, 60 min | Q14694 | 47,000 compounds, 1.1% hits | AID 1645856 | inhibition, % at 20 µM
# USP7 inh: inhibitors of human USP7 deubiquitinase | inhibition, % at 20 µM | AID 1645854 | 47,000 compounds, 0.3% hits | purified USP7, Ub-rhodamine cleavage fluorescence
# * marks the source's active call; other numbers are inactive results; i = inactive; . = no result given. Rule as the data show it: active = inhibition above about 30%; inactive = the rest.
SMILES,UCHL1 block,USP30 block,USP17 block,USP28 inh,OTUD3 inh,USP8 inh,USP10 block,USP7 inh
Cc1cccc(-c2nc(CNC(=O)CC3CC3)no2)c1,-4.5,0.2,.,-14.8,-9.6,-7.0,-0.1,-3.1
Nc1c(-c2ccccn2)nsc1C(=O)N1CCN(c2ccccc2)CC1,2.1,7.9,1.6,5.5,10.7,8.6,-1.8,6.2
NC(=O)c1cc(C2CN(C(=O)c3ccncc3)CCO2)nc2ccccc12 (centres undefined),-0.9,0.2,0.3,-3.4,2.4,12.0,0.2,2.4
CCc1ccccc1NC(=O)CCn1c(=O)c2cccn2c2ccccc21,0.7,-24.8,-15.2,-25.5,-33.5,37.1*,5.4,-2.0
Cc1cc(N)n(-c2ccc(Br)cc2)n1,0.8,13.0,-1.2,14.8,14.7,-7.2,0.0,-0.1
O=C(c1ccc2c(c1)OCO2)N1CCCn2nc(-c3ccncc3)cc2C1,-1.4,6.1,15.1,12.5,12.5,3.7,-3.6,1.4
O=C(Nc1nnc(C(F)(F)F)s1)C1CCN(C(=O)c2ccc(F)cc2)CC1,2.6,4.1,1.3,1.7,-0.3,-1.6,3.7,-42.4
Cn1cc(C(=O)N2CCN(c3ccc(Cl)cc3)CC2)nn1,-0.5,-17.2,.,-8.1,-6.3,-7.7,0.4,-23.2
N#CC1=C(c2ccc(Br)cc2)NC(=O)CC1,0.1,6.9,-1.6,6.6,0.0,0.3,0.0,-9.6
CCn1cc(S(=O)(=O)N2CCc3nc(-c4ccc(F)cc4)ncc3C2)cn1,0.7,-74.5,-11.1,-23.4,-3.2,-7.1,-5.3,4.2
COc1cccc(OCCCSc2nc3ccccc3[nH]2)c1,5.7,1.9,8.9,40.9*,-1.8,-0.3,14.0,3.3
Cn1c(NC(=O)c2ccco2)c(-c2cccs2)c(=O)c2ccccc21,14.4,-184.6,9.6,-19.0,-6.2,34.1*,-6.0,-59.0
CCn1cc(C(=O)Nc2ccc(C)cc2)c(S(=O)(=O)N2CCCCCC2)n1,7.0,-1.9,-20.9,0.8,8.3,-154.4,-1.0,-4.2
COCCN1C[C@H]2CN(C)c3ccccc3[C@@H]2N(C(=O)COC)CCC1=O,-5.8,-85.7,-14.1,-22.1,-15.5,-14.8,-1.5,0.0
CCc1nc(-c2ccc3c(c2)nnn3CCN2CCCCC2)no1,2.4,-13.7,-1.2,-0.1,-2.0,4.0,-1.8,-12.5
O=C(c1cn(-c2cc(Nc3ccccc3)ncn2)cn1)N1CCC2(CC1)OCCO2,-6.3,-218.6,-18.4,-56.2,-64.9,-10.8,-0.9,-7.3
COc1ccc(-c2csc(C)n2)cc1S(=O)(=O)Nc1cccc(Cl)c1,2.8,23.8,14.5,18.2,6.6,13.8,5.7,6.3
O=C(NCCSc1ccc(Br)cc1)c1ccc(F)cc1,2.4,12.0,20.4,24.9,9.1,12.9,11.8,-8.8
O=C(Nc1ccc(Oc2ccccc2)cc1)C1C2C=CC3(O2)C1C(=O)N(CCCN1CCOCC1)C3C(=O)NC1CCCCC1 (centres undefined),-3.8,-22.8,-22.7,-6.1,-15.0,-69.6,-4.8,-5.8
O=C1/C(=C/c2ccccc2)CC/C1=C\c1ccccc1,6.5,16.9,26.4,13.8,25.6,44.3*,8.8,17.0
COc1cccc(NC(=O)C2CCN(C(=O)C3CC(=O)N(c4ccc(C)cc4)C3)CC2)c1 (centres undefined),-0.3,7.4,0.2,23.4,3.9,1.2,-1.1,0.7
O=C(c1nnsc1Sc1ccc(Cl)cc1)N1CCCCC1,-0.5,16.8,6.5,-0.3,0.1,5.9,-0.7,-7.1
O=C(CC1SC(=O)NC1=O)Nc1cccc(C(F)(F)F)c1 (centres undefined),-11.5,-49.7,-9.5,-18.1,-16.2,-16.0,-8.9,-5.1
Cc1cccc(C(=O)NC2CCCN(c3cc(-c4ccncc4)[nH]n3)C2)c1 (centres undefined),0.8,2.6,-23.8,4.6,6.9,-195.2,-0.6,-0.6
CCCN1CCN(Cc2nc3nc(C)cc(N4CCOCC4)n3n2)CC1,-0.4,4.0,3.2,-4.2,1.7,5.5,-0.1,1.0
Cc1cccc(CNC(=O)C2CCCN(c3cnc4nccnc4c3)C2)c1 (centres undefined),-38.8,-435.7,-127.5,-110.4,-94.0,-62.1,-1.4,-37.0
O=C(NC[C@@H]1C[C@@H](Oc2ccccc2)[C@H](O)[C@H]1N1CCOCC1)c1cccnc1,0.8,3.4,3.8,1.1,8.1,12.3,2.4,3.9
Cc1nc(NC2CCCCC2)cc(-c2ccc(F)cc2)n1,-3.5,-40.6,-26.8,-8.1,-22.7,-6.8,-7.7,-13.9
CCn1cc2c(n1)c(=O)n(Cc1ccccc1)c(=O)n2CC(=O)Nc1ccc(C(C)C)cc1,2.5,29.3,40.2*,0.7,7.5,71.2*,23.5,14.1
Cc1oc2ncnc(Oc3ccc(F)cc3)c2c1C,4.2,41.2*,29.4,13.6,21.3,25.4,2.3,-16.3
O=C(Nc1ccc(OCc2ccccc2)cc1)c1c(F)cccc1Cl,1.9,25.1,-1.1,12.6,1.2,-26.5,10.0,7.4
O=C(COc1ccc(F)cc1)N1CCCCC1CCN1CCCC1 (centres undefined),-3.1,-1.4,-4.0,-2.8,-7.7,0.0,-3.3,-7.4
CCC(=O)N1CCc2cc(CNS(=O)(=O)c3ccc(F)cc3)ccc21,1.6,6.4,9.9,19.9,11.7,-0.5,1.7,1.2
CC(C)N(C(=O)COC(=O)c1ccc2c(c1)OCO2)c1ccccc1,3.2,17.0,15.5,20.6,16.0,27.9,1.9,1.6
CC1CCN(c2nc(-c3ccccc3F)no2)CC1,0.0,7.7,6.8,14.9,15.2,8.4,2.2,-3.1
CCn1c(CC(=O)Nc2ccc(F)cc2)nnc1SCC(=O)N1CCOCC1,-4.0,2.6,.,0.8,-0.3,0.8,-2.4,-0.7
Cc1nn2c(CNS(=O)(=O)Cc3ccc(C)c(C)c3)c(C)nc2s1,1.2,13.3,8.1,2.1,8.2,12.2,0.0,2.0
COc1ccc(C2=C(C)C(Nc3cc(OC)ccc3OC)=NS2(=O)=O)cc1,-1.6,-153.9,2.8,-19.9,-40.0,-2.4,-4.0,-3.4
CCc1nnc(NC(=O)CN(Cc2ccccc2)S(=O)(=O)c2ccc(Cl)cc2)s1,-0.1,55.5*,63.3*,12.0,-3.4,-26.1,12.8,0.3
CC(C)CN1CCC2(CC1)CC1(CCN(C(=O)NC(C)C)CC1)N(C)C2=O,0.1,8.2,-0.1,17.7,7.1,-26.1,-1.4,2.9

# An excerpt of these results, field by field.
Cc1oc2ncnc(Oc3ccc(F)cc3)c2c1C
- UCHL1 block: 4.2
- USP30 block: 41.2*
- USP17 block: 29.4
- USP28 inh: 13.6
- OTUD3 inh: 21.3
- USP8 inh: 25.4
- USP10 block: 2.3
- USP7 inh: -16.3

O=C(Nc1ccc(OCc2ccccc2)cc1)c1c(F)cccc1Cl
- UCHL1 block: 1.9
- USP30 block: 25.1
- USP17 block: -1.1
- USP28 inh: 12.6
- OTUD3 inh: 1.2
- USP8 inh: -26.5
- USP10 block: 10.0
- USP7 inh: 7.4

O=C(COc1ccc(F)cc1)N1CCCCC1CCN1CCCC1 (centres undefined)
- UCHL1 block: -3.1
- USP30 block: -1.4
- USP17 block: -4.0
- USP28 inh: -2.8
- OTUD3 inh: -7.7
- USP8 inh: 0.0
- USP10 block: -3.3
- USP7 inh: -7.4

CCC(=O)N1CCc2cc(CNS(=O)(=O)c3ccc(F)cc3)ccc21
- UCHL1 block: 1.6
- USP30 block: 6.4
- USP17 block: 9.9
- USP28 inh: 19.9
- OTUD3 inh: 11.7
- USP8 inh: -0.5
- USP10 block: 1.7
- USP7 inh: 1.2

# Back to the main list, repeating the two entries before the break.
SMILES,UCHL1 block,USP30 block,USP17 block,USP28 inh,OTUD3 inh,USP8 inh,USP10 block,USP7 inh
CCc1nnc(NC(=O)CN(Cc2ccccc2)S(=O)(=O)c2ccc(Cl)cc2)s1,-0.1,55.5*,63.3*,12.0,-3.4,-26.1,12.8,0.3
CC(C)CN1CCC2(CC1)CC1(CCN(C(=O)NC(C)C)CC1)N(C)C2=O,0.1,8.2,-0.1,17.7,7.1,-26.1,-1.4,2.9
O=C(O)C1CCN(C(=O)[C@H](Cc2c[nH]c3ccccc23)n2c(=O)[nH]c3ccccc3c2=O)CC1,0.2,-5.7,5.9,-5.8,0.5,-25.7,0.1,1.9
Cc1ccc(C)c(NC(=O)CCc2c(C)nn(-c3cc(N(C)C)ncn3)c2C)c1,0.4,30.6*,17.3,0.0,4.0,-31.6,3.7,2.3
O=C(O)C1CC12CCN(C(=O)C1(c3ccccc3)CCOCC1)CC2 (centres undefined),1.0,13.0,8.5,5.0,5.6,0.3,0.5,2.0
Cc1ccc(C(=O)N2CCC3(CC2)CCN(c2cncnc2)C3=O)cc1,-4.1,-5.3,-22.8,-8.2,-1.8,-66.3,-2.3,-1.6
COc1cccc(Cc2cncc(C(=O)N3CCNC(=O)C3)c2)c1,0.2,7.4,6.6,10.4,4.8,7.1,-0.2,1.3
CCCCOc1ccc(C(=O)NC2(c3nc(-c4cccnc4)no3)CCCCC2)cc1,6.8,32.4*,17.2,9.8,16.8,16.5,10.5,10.8
COc1ccccc1CN(C(=O)c1cnccn1)C(C(=O)Nc1ccc(F)cc1)c1ccccc1F (centres undefined),7.0,7.5,16.6,8.2,3.2,12.5,1.7,0.9
CC(=O)O[C@H]1C[C@@]2(C)[C@@H](C[C@@H](O)[C@H]3[C@@]4(C)CC[C@@H](O)[C@@H](C)C4CC[C@@]32C)/C1=C(\CCC=C(C)C)C(=O)O (some centres undefined),-1.2,21.8,19.6,9.0,11.5,2.1,7.5,0.2
CCC1=C(c2ccc(C)cc2)S(=O)(=O)NC1=NCC(=O)NC(C)c1ccccc1 (centres undefined),2.1,14.1,54.4*,7.0,5.7,0.0,5.6,3.9
Cc1c(Cl)cccc1S(=O)(=O)Nc1ccc(Cn2cncn2)cc1,3.2,8.0,-0.1,-0.3,7.9,-3.3,4.7,7.3
COCCNC(=O)CN1CCn2c1nc(-c1ccccc1)cc2=O,2.7,-43.8,-6.0,-8.5,0.7,-6.5,-2.7,3.1
CCN1C(SCC(=O)Nc2ccccc2Cl)=NS(=O)(=O)c2ccccc21,-5.2,8.2,-32.3,-1.8,6.1,-130.8,0.1,-1.9
O=C(O)c1cccc(-c2ccc(CNCc3ccc4c(c3)OCO4)o2)c1,-0.1,-26.9,0.0,3.4,1.1,11.9,2.3,1.1
CC(C)c1ccc(C(C(=O)NC2CCCCC2)N(C(=O)c2cnccn2)c2cccc(F)c2)cc1 (centres undefined),6.9,65.5*,27.9,15.6,18.1,30.4*,2.9,8.5
CC(NC(=O)Cc1ccccc1)c1nc2ccccc2n1C (centres undefined),-3.0,-10.1,-5.8,-14.5,-6.6,-2.9,0.4,-12.1
O=C(c1ccccn1)N1CCC2(CC1)COc1ccccc1S(=O)(=O)N(CC1CC1)C2,-0.5,6.0,3.7,-2.1,4.6,-1.5,-0.5,2.4
O=C(NCc1ccncc1)C1CN(C(=O)c2ccccc2F)CC12CCOCC2 (centres undefined),-3.3,-6.9,-0.3,-8.0,-2.4,-14.2,-2.5,-4.3
CCOC(=O)C1=C(C)Oc2ncn3nc(-c4ccccn4)nc3c2C1c1ccc(OC)c(OC)c1 (centres undefined),-1.7,-15.7,-52.2,-22.2,-9.7,-225.0,-1.0,-3.5
O=C(c1ccc(F)cc1)N1CCC2(CC1)COCCN(c1ncccn1)C2,-1.9,2.5,-18.5,-3.6,-1.4,-80.0,-2.5,-1.6
Cn1nc(C(=O)NCCN2CCOCC2)c2c1-c1ccccc1CC2,0.6,19.2,2.1,5.3,1.3,5.4,0.2,0.0
O=C(Cn1ccc2ccc(Br)cc21)NCc1ccc2c(c1)OCO2,-2.3,-38.4,-26.1,-15.5,-17.0,-21.2,2.0,-1.2
COc1ccc([C@H]2[C@H](C(=O)c3cccs3)N3c4ccccc4C=CC3C23C(=O)c2ccccc2C3=O)c(OC)c1 (some centres undefined),-149.7,i,-159.5,-231.6,-187.8,-237.0,-2.5,-155.1
COc1ccc2[nH]c(C(=O)N[C@@H](C)C(=O)Nc3nc4ccccc4s3)cc2c1OC,4.3,-25.5,-12.7,-5.7,-2.3,2.2,-1.3,4.2
Cc1ccccc1-c1nc2c3c(C)c(C)n(-c4cccnc4)c3ncn2n1,3.3,10.2,3.1,9.3,5.9,9.7,1.3,0.6
NCCNC(=O)N1CCc2nc3ccccc3n2C(Cc2ccccc2)C1 (centres undefined),1.1,21.1,16.0,14.8,12.6,7.6,-1.5,0.2
Cc1nc(C)c(C(=O)Nc2nc3ccccc3[nH]2)s1,-0.6,.,2.9,.,5.1,0.1,0.0,3.7
COc1ccccc1/C=C/C=C/C12NC(=O)CN1c1ccccc1C2(C)C (centres undefined),-11.9,-251.8,-50.0,-31.5,-54.3,-9.6,-4.7,-8.1

# Source: PubChem BioAssay (Dana-Farber Cancer Institute and Novartis Institutes for BioMedical Research (Cambridge, Mass))
